TDP43 rescue: qHTS of TDP-43 Inhibitors; TDP-43 expressing yeast growth rescue, BacTiter-Glo, 24 h; Potency, µM (top dose mostly 46.1 µM), without a hit: at the highest dose growth rescue (activation), hits mostly activators; hit rate 1.8% among 410,000; AID 652104, 2013; further: potency means the concentration at half of the fitted maximal effect; % of control where 0% means no effect; nearly all actives have a fitted effect of over 50% in size
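Cell-based yeast growth screen: TDP-43 expression induced in galactose, inoculum OD600=0.02 after raffinose pregrowth to mid-log. Read-out BacTiter-Glo luminescence at 24 hr, 30 deg C; inhibition of toxicity seen as signal increase.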
GLP-1R inv ag: qHTS of GLP-1 Receptor Inverse Agonists (Inhibition Mode) | Glucagon-like peptide 1 receptor (Homo sapiens), P43220 | HEK293 GLP-1R CRE-luciferase, luminescence, 24 h; GLP-1R form is constitutively active | Potency, µM (highest dose often 38.3 µM), for inactives: at the top dose activity change, negative = inhibition, most hits filed as inhibitors | hit rate 1.6% among 410,000 | AID 624417, 2012; further: potency means the concentration at half of the fitted maximal effect; on the % scale 0 is the no-effect control and ±100 the full control effect; nearly all actives have a fitted effect of over 55% in size
Target sequence (P43220 whole entry, looked up): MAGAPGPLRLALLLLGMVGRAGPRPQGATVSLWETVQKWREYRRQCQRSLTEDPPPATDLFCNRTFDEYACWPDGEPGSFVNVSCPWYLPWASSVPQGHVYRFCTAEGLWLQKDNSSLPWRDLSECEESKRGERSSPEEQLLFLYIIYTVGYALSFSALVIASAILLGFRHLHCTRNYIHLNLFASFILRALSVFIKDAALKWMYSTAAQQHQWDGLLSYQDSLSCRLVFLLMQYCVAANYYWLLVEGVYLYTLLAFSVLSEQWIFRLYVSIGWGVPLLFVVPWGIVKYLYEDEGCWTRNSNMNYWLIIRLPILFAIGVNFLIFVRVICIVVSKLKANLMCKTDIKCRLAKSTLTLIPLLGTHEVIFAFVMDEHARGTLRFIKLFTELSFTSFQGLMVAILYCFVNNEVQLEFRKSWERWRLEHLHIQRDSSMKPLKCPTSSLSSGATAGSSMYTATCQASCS
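Using stably transfected HEK293 (constitutively active GLP-1R, cAMP-luciferase reporter), compounds were incubated 24 hr and luciferase measured by luminescence.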
D3 antag: qHTS of D3 Dopamine Receptor Antagonist: qHTS | hit rate 2.5% among 360,000 | D(3) dopamine receptor (Homo sapiens), P35462 | max response, negative = inhibition, % | D3R cells, DiscoveRx beta-arrestin luminescence, antagonist mode; active compounds read low; in the data active means max response below about -50%; inconclusive means no clear call, values can overlap the other calls; further: on the % scale 0 is the no-effect control and ±100 the full control effect; mostly tested at two doses, the higher about 12 µM
Target sequence (P35462 whole entry, looked up): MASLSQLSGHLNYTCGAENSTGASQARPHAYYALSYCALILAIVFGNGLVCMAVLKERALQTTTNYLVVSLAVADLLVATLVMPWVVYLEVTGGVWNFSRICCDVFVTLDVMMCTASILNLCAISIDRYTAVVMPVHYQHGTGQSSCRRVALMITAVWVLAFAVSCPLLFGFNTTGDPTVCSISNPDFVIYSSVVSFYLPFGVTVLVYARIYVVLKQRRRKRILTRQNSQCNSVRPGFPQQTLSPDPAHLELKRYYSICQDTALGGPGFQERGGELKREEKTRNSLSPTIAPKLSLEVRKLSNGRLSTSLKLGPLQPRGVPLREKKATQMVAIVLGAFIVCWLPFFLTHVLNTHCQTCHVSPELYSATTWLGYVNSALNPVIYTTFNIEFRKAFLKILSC
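Cells expressing the human receptor were seeded at 1500 cells/well, incubated overnight at 37 degrees C in 5% CO2, then exposed to library compounds with dopamine controls for 90 minutes at 37 degrees C before luminescent detection.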
Abeta yeast res: qHTS for compounds that reverse cellular toxicity of Amyloid beta (A-beta) peptide in yeast: Primary Screen. yeast expressing A-beta42, growth rescue, OD600, 48 h; response scale: 0% DMSO, 100% iron-clioquinol control. Potency, µM (top dose mostly 46.1 µM), without a hit: at the highest dose growth rescue, actives largely listed as activators. hit rate 0.063% among 410,000; further: potency means the concentration at half of the fitted maximal effect; nearly all actives have a fitted effect of over 55% in size
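Yeast A-beta toxicity model in growth medium with pinned compounds, 48 h at 30 C; growth read as absorbance at 600 nm. Normalized to FeCl3/clioquinol equimolar mix (positive) and DMSO (negative).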
FUS yeast rescue: qHTS for Suppressors of FUS Proteinopathy: Primary screen using FUS-linked yeast assay. hit rate 0.24% among 390,000. S. cerevisiae FUS-expressing, growth rescue, OD600, 24 h. Potency, µM (series often up to 76.6 µM), without a hit: at the top dose growth rescue (activation), usual class: activators. AID 1347120, 2019;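 further: potency means the concentration at half of the fitted maximal effect; plate controls were DMSO vehicle for no effect and reference control for full effect; nearly all actives have a fitted effect of over 55% in size; some results filed as inactive show a strong effect at the top dose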
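Read-out: OD at 600 nm after 24hr at 30C, reporting rescue of FUS-induced yeast toxicity. Cells at OD 0.005 in galactose (2%) minimal medium; compounds tested in a dilution series; CP55940 titration from 92uM final as control.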
pAkt inh: HTS Assay for Inhibitors of Akt Phophorylation: Primary Screen; Neuro2A IGF-stimulated pAkt S473 HTRF, 20 min; active compounds read low; activity change, % for hits at 50 µM; hit rate 0.32% among 360,000; in the data active means activity change below about -80%; inconclusive means mostly about -51% to -80%; further: on the % scale 0 is the no-effect control and ±100 the full control effect
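Neuro2A cells in DMEM with 0.5% FBS, overnight at 37 deg C, given compound at single 50 µM final, then IGF (6 nM final) for 20 min at 37 deg C. Lysed; phospho-Akt Ser473 by HTRF after 24 h, 665/615 ratio.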
GLP1R ag: qHTS of GLP-1 Receptor Agonists. Glucagon-like peptide 1 receptor (Homo sapiens), P43220. HEK293 GLP-1R CRE-luciferase, luminescence, 4-6 h; cells express a hypersensitive GLP-1R form. Potency, µM (top dose mostly 45.6 µM), for inactives: at the highest dose activation, hits mostly activators. hit rate 0.007% among 380,000; further: potency means the concentration at half of the fitted maximal effect; % of control where 0% means no effect
aSyn yeast inh: qHTS of alpha-syn Inhibitors. Yeast expressing alpha-synuclein, growth rescue, BacTiter-Glo, 24 h. Potency, µM (doses to about 46.1 µM), inactives show at the top dose growth rescue (activation), actives largely listed as activators. hit rate 0.14% among 370,000. AID 652106, 2013; further: potency means the concentration at half of the fitted maximal effect; % of control where 0% means no effect; nearly all actives have a fitted effect of over 65% in size
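Screening used galactose-induced yeast with toxic alpha-synuclein levels, exposed to compound for 24 hr at 30 deg C. Cell growth, read with BacTiter-Glo luminescence, gave the measured signal.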
PTHR1 agonist: qHTS for PTHR1 Agonists: Primary Screen | Parathyroid hormone/parathyroid hormone-related peptide receptor (Homo sapiens), Q03431 | HEK293 GP2 PTHR1 cells, GloSensor cAMP luminescence, 1 h | Potency, µM (highest dose often 115 µM), for the others: at the highest dose activation, most hits filed as activators | hit rate 0.075% among 410,000; further: potency means the concentration at half of the fitted maximal effect; nearly all actives have a fitted effect of over 55% in size; some results filed as inactive show a strong effect at the top dose; inactives centre near -15; many of its hits are not listed in these tables
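HEK-293-derived GP2 cells expressing PTHR1 and a GloSensor cAMP reporter, 3,000/well, plated overnight, given luciferin plus IBMX (each 0.5 mM as added) for 1 h at 37 °C, then compound for 1 h at 37 °C. Luminescence was read after 15 min at room temperature.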
* marks the source's active call; other numbers are inactive results; i = inactive; ? = inconclusive; nt = not tested or not shown; [ ] = another dose, or the depositor's remark. Unless noted, the call rests on the fitted dose curve; in most records, active means well fitted curve in the direction sought with a large enough effect; inconclusive means small, poorly fitted or top-dose-only effect, or another doubt; inactive means no such curve, though single readings can be large; an effect the other way counts as inactive or inconclusive. The list is partial, so the mix of outcomes need not match the whole.

1) CCCCCCN1CCN(C2CN(Cc3ccc(F)cc3)S(=O)(=O)C2)CC1 (stereo not given)
2) O=C(NCc1ccccc1Cl)c1cnc2sc(N3CCOCC3)nn2c1=O
3) CN(C)C(=O)C1C2NC(=S)N(c3cccc(Cl)c3)C1(C)Oc1ccc(Cl)cc12 (stereo not given)
4) Cc1ccc(S(=O)(=O)N2CCN(Cc3ccccn3)CC2)cc1
5) O=C(C(=O)N(C1CCCCC1)C1CCCCC1)c1ccccc1
6) CCN(CC(=O)NC(C)C)C(=O)c1cc(S(=O)(=O)N2CCCCC2)ccc1N1CCCCC1
7) CN(C)c1ncnc2c1NC1=C(S2)C(=NCCCC(=O)O)CC(C)(C)C1
8) N/C(=N\OC(=O)c1cc([N+](=O)[O-])ccc1Cl)c1cccnc1
9) Cc1ccc(S(=O)(=O)NNC(=O)c2sc3nc(C)cc(C)c3c2-n2cccc2)cc1
10) COc1cc(/C=N\n2nnnc2N)ccc1OCc1ccc(F)cc1
entry no.,1,2,3,4,5,6,7,8,9,10
TDP43 rescue,-3%,4%,nt,-8%,11%,-12%,-2%,13µM*,22%,-3%
GLP-1R inv ag,?,3%,?,2%,?,10%,17%,37%[activator],18%,2%
D3 antag,?,nt,21,-6,2,9,?,-11,?,-54*
Abeta yeast res,0%,-10%,7%,1%,12%,15%,-10%,2%,-5%,4%
FUS yeast rescue,17%,-8%,26%,-23%,15%,-4%,-6%,-21%,?,-9%
pAkt inh,i,nt,i,i,i,i,i,i,i,i
GLP1R ag,-6%,nt,10%,-9%,nt,10%,0%,-1%,3%,-2%
aSyn yeast inh,7%,nt,1%,-11%,-6%,-7%,-6%,-3%,6%,-8%
PTHR1 agonist,i,i,i,-2%,-27%,i,i,-19%,-54%[inhibitor][57.5 µM],i

11) CCn1c(CNC(=O)COC)nc2ccccc21
12) CCN(CC)S(=O)(=O)c1ccc(NC=C(C#N)C#N)cc1
13) C=CCN1C(=O)C(O)(CC(=O)c2ccc(Cl)cc2)c2ccccc21 (stereo not given)
14) CCOC(=O)C1CCN(C(=O)c2cccc(NC3=NC4CS(=O)(=O)CC4S3)c2)CC1 (stereo not given)
15) Cc1ccc2cc(CN(CCCO)S(=O)(=O)c3cccc4nsnc34)c(=O)[nH]c2c1
16) OC(COCc1ccccc1)COCc1ccccc1
17) COC(=O)c1cccc(NC(=O)C2C3CCC(C3)C2C(=O)O)c1 (stereo not given)
18) COc1ccc(C)cc1NC(=O)CNc1ccc(C(C)=O)cc1
19) CCOC(=O)c1cnc2ccc(C)cn2c1=O
20) Cc1ccsc1C(=O)OCC(=O)NC1CC1
entry no.,11,12,13,14,15,16,17,18,19,20
TDP43 rescue,1%,2%,2%,4%,-11%,15%,-12%,27%,-8%,-8%
GLP-1R inv ag,10%,10%,?,12%,7%,-12%,88%[activator],-3%,2%,8%
D3 antag,-18,-11,-13,11,22,-15,-10,4,-15,?
Abeta yeast res,-9%,-11%,0%,6%,-24%,13%,-14%,-1%,-9%,7%
FUS yeast rescue,-22%,14%,nt,-10%,21%,-10%,4%,1%,-12%,-15%
pAkt inh,i,i,i,i,i,i,i,i,i,i
GLP1R ag,-4%,6%,-20%,-7%,5%,8%,0%,0%,-2%,-3%
aSyn yeast inh,-3%,1%,-3%,11%,-1%,8%,1%,-1%,2%,-10%
PTHR1 agonist,-1%,-5%,-72%[inhibitor],-15%,0%[57.5 µM],i,-9%[57.5 µM],i,11%,i

Five structures from above, arranged by formula weight, low to high:
11) CCn1c(CNC(=O)COC)nc2ccccc21
7) CN(C)c1ncnc2c1NC1=C(S2)C(=NCCCC(=O)O)CC(C)(C)C1
1) CCCCCCN1CCN(C2CN(Cc3ccc(F)cc3)S(=O)(=O)C2)CC1 (stereo not given)
3) CN(C)C(=O)C1C2NC(=S)N(c3cccc(Cl)c3)C1(C)Oc1ccc(Cl)cc12 (stereo not given)
6) CCN(CC(=O)NC(C)C)C(=O)c1cc(S(=O)(=O)N2CCCCC2)ccc1N1CCCCC1
entry no.,11,7,1,3,6
TDP43 rescue,1%,-2%,-3%,nt,-12%
GLP-1R inv ag,10%,17%,?,?,10%
D3 antag,-18,?,?,21,9
Abeta yeast res,-9%,-10%,0%,7%,15%
FUS yeast rescue,-22%,-6%,17%,26%,-4%
pAkt inh,i,i,i,i,i
GLP1R ag,-4%,0%,-6%,10%,10%
aSyn yeast inh,-3%,-6%,7%,1%,-7%
PTHR1 agonist,-1%,i,i,i,i

(next part)
21) COc1ccccc1N=Nc1[nH]c2ccc(C)cc2c1O
22) Cc1ncsc1CCOC(=O)c1ccc(N2CCOCC2)c([N+](=O)[O-])c1
23) CCNC(=O)n1nccc1C(C)Oc1ccccc1 (stereo not given)
24) O=C(Nc1ccc(S(=O)(=O)Nc2cnc3ccccc3n2)cc1)c1ccccc1Br
25) O=C(CN1C(=O)COc2ccc(Cl)cc21)Nc1ccccn1
26) Cc1ccc2cc3cc(C(=O)N4CCN(C(=O)c5ccco5)CC4)sc3nc2c1
27) CCOc1ccccc1N1CC(O)=C(c2nc3ccccc3s2)C1=N
28) COc1cc(/C=C(\C#N)c2nc3ccccc3[nH]2)ccc1OCc1ccc(F)cc1
29) COc1ccccc1C(=O)NC(CCSC)C(=O)NNC(=O)c1ccncc1 (stereo not given)
30) O=C(CCN1CCN(c2ccccc2)CC1)Nc1ccccc1F
entry no.,21,22,23,24,25,26,27,28,29,30
TDP43 rescue,9%,24%,11µM*,16%,?,13µM*,?,-1%,-3%,14%
GLP-1R inv ag,29%,20%,-21%,32%[activator],-1%,6%,?,-13%,11%,-17%
D3 antag,10,-2,7,-7,20,?,-8,nt,22,?
Abeta yeast res,2%,-7%,7%,13%,24%,-3%,-8%,-1%,5%,7%
FUS yeast rescue,-8%,-32%,-3%,11%,7%,13%,26%,16%,-8%,5%
pAkt inh,i,i,i,i,i,i,i,nt,i,i
GLP1R ag,1%,12%,-9%,-1%,2%,0%,-3%,0%,-1%,0%
aSyn yeast inh,-6%,6%,1%,4%,2%,-1%,-2%,nt,0%,5%
PTHR1 agonist,i,-21%,-7%[57.5 µM],-21%,i,-21%,-7%[57.5 µM],i,i,-23%[57.5 µM]

31) CC(=O)c1nc(N2C(=O)CC(Cc3ccc(C)cc3)C2=O)sc1C (stereo not given)
32) CCOC(=O)c1cnc2cc(C(F)(F)F)ccc2c1Nc1ccc(F)cc1F
33) COc1ccc(OC)c(N(CC(=O)Nc2cccc(C(F)(F)F)c2)S(C)(=O)=O)c1
34) O=S(=O)(Nc1cccc(C(F)(F)F)c1)c1ccc(-c2cnc(C3CC3)o2)cc1
35) Cc1csc(=O)n1CC(=O)OCC(=O)NNC(=O)c1ccc([N+](=O)[O-])cc1
36) COc1cc(NC(=O)c2cc([N+](=O)[O-])ccc2Br)ccc1NC(=O)c1ccco1
37) COc1cc(C2Nc3ccccc3C(=O)N2c2ccccc2)ccc1O (stereo not given)
38) COc1ccc(-c2c(C#N)c(N)nc3c2c(=O)n(C)c(=O)n3C)cc1
39) CCOc1c2ccc(C(=O)NCc3ccc4c(c3)OCO4)cc2nn1C
40) CCOc1ccccc1OCC(=O)OCC(=O)Nc1ncc(Cl)cc1Cl
entry no.,31,32,33,34,35,36,37,38,39,40
TDP43 rescue,5%,9%,-4%,25µM*,-6%,10µM*,-2%,-15%,18%,-8%
GLP-1R inv ag,0%,5%,?,?,10%,-24%,7%,22%,12%,23%
D3 antag,-20,nt,-10,nt,-29,?,3,0,22,-9
Abeta yeast res,0%,6%,5%,21%,16%,-17%,6%,2%,-12%,-6%
FUS yeast rescue,5%,-2%,33%,32%,16%,39%,22%,-11%,-4%,-7%
pAkt inh,i,nt,i,nt,i,i,i,nt,i,i
GLP1R ag,2%,nt,18%,nt,-6%,20%,4%,4%,9%,7%
aSyn yeast inh,-2%,nt,1%,nt,-7%,5%,1%,-1%,-5%,-1%
PTHR1 agonist,-59%[inhibitor],-15%,i,-27%,-12%,-21%,-11%[57.5 µM],i,i,-7%[57.5 µM]

41) O=C(Nc1ccc(Cl)cc1)C1CCN(S(=O)(=O)c2ccc(Br)s2)CC1
42) C/C(Cn1cnc([N+](=O)[O-])n1)=N\NC(=O)c1ccccc1
43) O=C(N/N=C/c1ccc([N+](=O)[O-])s1)C(O)c1ccccc1 (stereo not given)
44) CCOc1ccc(CNC(=O)c2cc3c(s2)-c2ccccc2OC3)cc1
45) COc1cccc(N2CCN(C(=O)CCC(=O)N3CCOc4ccc(C)cc43)CC2)c1
46) O=C(COC(=O)c1cccnc1Cl)c1ccc(Cl)cc1Cl
entry no.,41,42,43,44,45,46
TDP43 rescue,14%,13%,?,23%,14%,23%
GLP-1R inv ag,?,0%,-7%,-28%,?,-3%
D3 antag,nt,-19,-12,nt,2,32
Abeta yeast res,-6%,-1%,4%,-5%,4%,17%
FUS yeast rescue,-7%,-7%,-14%,-9%,22%,13%
pAkt inh,nt,i,i,nt,i,i
GLP1R ag,nt,0%,13%,-2%,-5%,-17%
aSyn yeast inh,nt,-3%,0%,1%,1%,-1%
PTHR1 agonist,-17%,-8%,-10%,i,-49%[inhibitor],-13%[57.5 µM]

High-throughput results (PubChem BioAssay)
